# Compound activity (PubChem)
# H9c2 TAG inh = inhibitors of triacylglycerol accumulation; H9c2 cells, Nile Red lipid (TAG) fluorescence; cells loaded with 200 µM oleic acid; inhibition, % at 12.5 µM; 0.66% of 230,000 active; AID 651582;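 active = pattern-corrected inhibition of lipid staining of at least 50% with the nuclear-stain viability signal not falling by more than 50%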;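 note: 0% = DMSO wells and 100% = triacsin C control wells; some results filed as inactive read as strong as hits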
# H9c2 TAG inh DAPI viability = further read-out of H9c2 TAG inh, marked with its call; DAPI nuclei signal change (viability), lower = more cytotoxic, %;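 whole-well DAPI fluorescence read on a plate reader as a viability signal; minus 50 percent equals half of cells still viable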
# Starred values were filed as active, the others as inactive. Not all compounds are listed. The share of hits here may be higher or lower than overall.
# Sample of the layout (5 entries):
SMILES,H9c2 TAG inh,H9c2 TAG inh DAPI viability
COC(=O)c1ccc2c(=O)n(-c3ccccc3)c(=S)[nH]c2c1,3,3
COc1ccc(-c2ccc(CN3C(C(C)C)C(=O)N(Cc4cn(CCC5OCCCO5)nn4)CCS3(=O)=O)cc2)cc1OC (configuration not stated),1,-9
CCc1ccc(CNC(=O)C2CCN(S(=O)(=O)N3CCCCC3)CC2)cc1,1,-1
O=C(COC(=O)c1cccc(OC(F)F)c1)Nc1cc(S(=O)(=O)N2CCCC2)ccc1Cl,1,0
O=C(CSc1nnc(NC(=O)C2CC(=O)N(c3ccc(F)cc3)C2)s1)NC1CCCC1 (configuration not stated),7,-2

# This part in full (from the top)
SMILES,H9c2 TAG inh,H9c2 TAG inh DAPI viability
COC(=O)c1ccc2c(=O)n(-c3ccccc3)c(=S)[nH]c2c1,3,3
COc1ccc(-c2ccc(CN3C(C(C)C)C(=O)N(Cc4cn(CCC5OCCCO5)nn4)CCS3(=O)=O)cc2)cc1OC (configuration not stated),1,-9
CCc1ccc(CNC(=O)C2CCN(S(=O)(=O)N3CCCCC3)CC2)cc1,1,-1
O=C(COC(=O)c1cccc(OC(F)F)c1)Nc1cc(S(=O)(=O)N2CCCC2)ccc1Cl,1,0
O=C(CSc1nnc(NC(=O)C2CC(=O)N(c3ccc(F)cc3)C2)s1)NC1CCCC1 (configuration not stated),7,-2
CCC(C)n1c(=N)c(C#N)cc2c(=O)n3ccccc3nc21 (configuration not stated),-18,-1
CN1CCC(N(C)C(=O)c2ccccc2F)CC1,-3,-4
Cc1sc2ncnc(SCC(=O)NC(=O)c3cccn3C)c2c1C,4,-9
CC(C)=CCC(C)(C)CNC(=O)NC1CCCCC1,-9,1
CCN(CC)c1ccc(NC(=O)COc2ccc(N(C)S(=O)(=O)c3cccs3)cc2)cc1,5,-5
CC(=O)c1cc(-c2ccccc2)n(CC(=O)N2CCN(C3CCCC3)CC2)c1C,9,1
CCS(=O)(=O)c1cc([N+](=O)[O-])c(Sc2ccccc2N)s1,15,-5
CCc1nc2c(OCc3ccccc3C(=O)OC)cccn2c1N(C)C(=O)c1ccncc1,0,0
O=C1OCCC1Sc1nnc(-c2ccc(Br)cc2)o1 (configuration not stated),-24,1
O=C1C(=O)N(CCN2CCOCC2)C(c2ccncc2)/C1=C(/O)c1ccc2c(c1)OCO2 (configuration not stated),15,-20
O=C(/C=C/c1ccccc1)NCCSCc1ccccc1,-11,4
CCCN1CCN(c2ccc([N+](=O)[O-])cc2C#N)CC1,-9,7
O=C(O)c1cccc(Oc2ccc(C(=O)O)c([N+](=O)[O-])c2)c1,7,1
Cn1ccnc1C(O)c1ccccc1 (configuration not stated),2,2
CCCCOc1ccc(/C=C/C(=O)OCC(=O)NC(=O)NCC(C)C)cc1OCC,6,5
Cc1cccc(C(=O)N[C@H](C(=O)Nc2ccc3c(c2)OCO3)C(C)C)c1,13,6
O=C(Nc1cccnc1)c1ccc2snnc2c1,7,5
O=C(CCN1CCC(c2ccc(Cl)s2)=N1)c1ccc(Cl)s1,-7,-3
COC(=O)c1cccc(NC(=O)CCN2C(=O)NC(C)(C)C2=O)c1,-1,-5
C[C@H](CO)N1C[C@H](C)[C@@H](CN(C)Cc2ccc3c(c2)OCO3)OCc2cnnn2CCCC1=O,9,1
# Next section:
SMILES,H9c2 TAG inh,H9c2 TAG inh DAPI viability
O=C(Nn1c(-c2ccncc2)nc2ccccc2c1=O)c1ccccc1Br,-11,-16
CCN(CC)S(=O)(=O)c1ccc(C(=O)Nc2cc(S(=O)(=O)N3CCOCC3)ccc2O)cc1,4,4
COc1ccc(S(=O)(=O)N2CCOC2CNC(=O)C(=O)NCC(C)C)cc1OC (configuration not stated),1,-6
CCOC(=O)c1c(-c2cccs2)csc1NC(=O)CN1CCOCC1,-5,-4
O=C(NC(c1ccccc1)c1ccccc1)c1ccc(Br)o1,7,-11
CSc1n[nH]c(NCc2ccc(C)cc2)n1,-13,35
CCOc1ccc(CCNC(=O)CN2C(=O)NC3(CCCc4ccccc43)C2=O)cc1OCC (configuration not stated),38,0
Cc1onc(-c2ccccc2)c1C(=O)Nc1ccc(-c2nnc3n2CCCCC3)cc1,18,-9
CC(C)Cn1c(SC(C)C(=O)NC2CC2)nnc1-c1ccccc1F (configuration not stated),11,-19
CC(C)C(=O)Nc1c(C(=O)c2ccc(F)cc2)oc2ccccc12,-6,11
CC1(C)C(C=C(Cl)Cl)C1C(=O)N1CCN(Cc2ccccc2)CC1 (configuration not stated),-16,11
COCCN1CCN(c2cc(-c3ccccc3)nc3cc(-c4cccc(F)c4)nn23)CC1,49,97
COc1ccc(CCNC(=O)c2oc3ccc(OC)cc3c2C)cc1,-12,2
COC(=O)c1ccc(COC(=O)CNS(=O)(=O)c2ccc(C)cc2)cc1,1,-6
CC(C)C(=O)Nc1cccc(COc2ccccc2CN(Cc2ccccc2)C(=O)OC(C)(C)C)c1,-4,-4
CCOc1ccc(C(C)=O)cc1COc1ccc(-n2cnnn2)cc1,4,-7
CCOC(=O)c1cccc(NC(=O)c2ccc3c(c2)C(=O)N(CC2CCCO2)C3=O)c1 (configuration not stated),-9,-5
N/C(=N\c1nc2ccccc2o1)NC(=O)c1ccccc1F,-18,10
Cc1onc(-c2ccccc2Cl)c1C(N)=O,6,-2
CC(C)Cn1c(C(C)NC(=O)Cc2ccccc2)nc2ccccc21 (configuration not stated),-12,-2
NC1=NS(=O)(=O)NC1c1ccc(Cl)cc1 (configuration not stated),-9,-2
Cc1ccc(C)c(N2N=C(C(=O)O)CCC2=O)c1,-3,-1
COc1ccc(S(=O)(=O)N2CCCC2CNC(=O)C(=O)NCc2cccs2)cc1 (configuration not stated),5,6
COc1cc([C@@H]2c3cc4c(cc3[C@@H](O[C@@H]3O[C@@H]5CO[C@@H](C)O[C@H]5[C@H](O)[C@H]3O)[C@H]3COC(=O)[C@H]23)OCO4)cc(OC)c1O,17,-20
CC(C)Oc1ccc(C(=O)NN2C(=O)NC3(CCCCC3)C2=O)cc1,-9,-2

# Single values from the entries so far.
# Cc1onc(-c2ccccc2Cl)c1C(N)=O in H9c2 TAG inh = 6
# CCOc1ccc(C(C)=O)cc1COc1ccc(-n2cnnn2)cc1 in H9c2 TAG inh DAPI viability = -7
# CCOC(=O)c1cccc(NC(=O)c2ccc3c(c2)C(=O)N(CC2CCCO2)C3=O)c1 (configuration not stated) in H9c2 TAG inh DAPI viability = -5
# NC1=NS(=O)(=O)NC1c1ccc(Cl)cc1 (configuration not stated) in H9c2 TAG inh DAPI viability = -2
# O=C(Nn1c(-c2ccncc2)nc2ccccc2c1=O)c1ccccc1Br in H9c2 TAG inh DAPI viability = -16

# (continued)
SMILES,H9c2 TAG inh,H9c2 TAG inh DAPI viability
CC1(C)CC(=O)C=C(Nc2ccc(OCC(F)(F)C(F)F)cc2)C1,-42,-13
Cn1ncc([N+](=O)[O-])c1C(=O)Nc1nc2ccccc2n1CCN1CCCCC1,10,-9
CC(=O)Nc1ccc(NC(=O)c2nc(-c3ccccc3)oc2C)cc1,3,9
Cc1cnc(C(=O)OCC(=O)c2c[nH]c3ccccc23)cn1,-13,0
CCOc1ccccc1C(=O)N[C@H](C(=O)NCc1ccccc1)C(C)C,-4,-6
COc1ccc(N2CCN(C3CCCN(Cc4cccc(C)c4)C3)CC2)cc1 (configuration not stated),-6,5
Cc1ccc(C)c(OCc2cc(C(=O)N3C[C@@H](C)O[C@@H](C)C3)no2)c1,8,10
CCOC1=CC(=O)N(Cc2ccccc2)C1,2,0
Cn1c(C(=O)NCc2ccccc2)cc2oc3ccccc3c21,20,3
COc1ccc([C@H]2CC(=O)C=C(c3ccc(OC)cc3OC)C2)cc1,52*,-40*
Cc1ccc(-c2noc(CCC(=O)Nc3ccccc3C)n2)cc1,-8,1
CCN(CC)S(=O)(=O)c1ccc(N2CCN(S(=O)(=O)c3ccccc3C#N)CC2)nc1,2,-4
CCOC(=O)C1(C)NC(c2ccco2)C2C(=O)N(C)C(=O)C21 (configuration not stated),10,-9
Cc1c(C(=O)Nc2nccs2)oc2c(Cl)cccc12,-14,1
CCOC(=O)c1sc(=S)n(Cc2ccccc2)c1C,7,-4
O=C(CCSC1=NCCCN1)c1ccc(F)cc1,-1,6
CCN(CC)C(=O)C1(P(=O)(c2ccccc2)c2ccccc2)CCC1,3,-10
Cc1nc2c(OCc3ccc(Cl)cc3)cccn2c1N(C)Cc1cccs1,2,6
Cc1cn([C@@H](CCCCN)C(=O)NCCCCCCCCCCC(=O)N2CCNCC2)nn1,0,7
Cc1cccc(C)c1OCC(=O)NNC(=O)CCCn1c(=O)oc2ccccc21,3,4
Cc1nc2ccccc2cc1C(=O)NCc1ccc(F)cc1,-33,18
COC(=O)c1ccccc1Nc1ccccc1,-17,3
O=C(c1cccc(-n2cnnn2)c1)N1CC=C(c2ccccc2)CC1,3,1
Cc1noc(C)c1Cn1c(C)c(C(=O)NCc2ccc3c(c2)OCCO3)sc1=O,-4,2
CCN(CC)C(=O)c1[nH]cnc1C(=O)N[C@@H](C)C(=O)OCc1ccccc1,-17,6
# Remaining list, next part
SMILES,H9c2 TAG inh,H9c2 TAG inh DAPI viability
O=[N+]([O-])c1cccc(NC(=S)N2CCN(S(=O)(=O)c3ccccc3)CC2)c1,-8,14
Cc1ccccc1-c1nn(-c2ccc(F)cc2F)cc1CNCCCN(C)C,31,-4
Cc1ccc2nc(Nc3ccccc3)c(C=O)c(=O)n2c1,13,-6
c1ccc(-n2cnc3ccccc32)nc1,0,-9
CCn1cc(CN2CCC(n3nccc3NC(=O)c3cccc(F)c3)CC2)cn1,6,6
Cc1nn(CC(=O)N/N=C/c2cccs2)c(C)c1[N+](=O)[O-],-5,1
CCOc1ccc(NS(=O)(=O)c2ccc(C(=O)NCc3cccnc3)cc2)cc1,-24,4
CN(C)CCn1c2c(c(SCC(=O)Nc3cccc(C(F)(F)F)c3)nc1=O)CCCC2,12,18
N#CCCN(C(=O)COC(=O)Cc1c[nH]c2ccccc12)c1ccccc1,-11,-3
CCCn1nc(C(=O)NNC(=O)CCCOc2ccc(OC)cc2)c2ccccc2c1=O,-20,-2
Cc1ccc(S(=O)(=O)Nn2c(C)ccc2C)cc1,-9,1
CN(CC(=O)Nc1ccc(Cl)cc1)C(=O)C1CCCC1,-27,-3
Cc1csc(SCc2c(C(=O)O)oc3ccccc23)n1,-15,10
O=[N+]([O-])c1cc([N+](=O)[O-])c(N2CCOCC2)cc1NCc1ccccc1,-15,-3
O=C(NCCc1cccs1)C12CN(Cc3ccccc3)CC1C(c1cccc([N+](=O)[O-])c1)=NO2 (configuration not stated),2,-1
CC(=O)N1CCN=C1SCc1ccc(Br)cc1,9,-2
Cn1nc(C(=O)OCC(=O)Nc2ccc(C(N)=O)cc2)c2ccccc2c1=O,4,9
Cc1ccccc1CNCc1cccnc1,2,14
COc1ccc(CCC(=O)N2CCN(S(=O)(=O)c3cccc(C(F)(F)F)c3)CC2)cc1OC,16,-6
O=C(Cn1cnc2cc([N+](=O)[O-])ccc2c1=O)Nc1ccc2c(c1)OCO2,14,-7
OCC1(C2=NOC(O)(C(F)(F)F)C2)CCCCC1 (configuration not stated),7,1
COc1ccccc1NS(=O)(=O)c1cc(C(=O)NCC(c2ccc(F)cc2)N2CCOCC2)ccc1C (configuration not stated),-5,-1
Cn1c(NCc2ccccc2F)nc2cc(-c3cccc(C(F)(F)F)c3)sc2c1=O,4,11
O=C(NCC1CCCO1)c1csc(Nc2cccc3ccccc23)n1 (configuration not stated),-6,11
O=C(Nc1cccc(C(F)(F)F)c1)c1c(O)c2ccccc2[nH]c1=O,21,-10

# Nothing new here: an excerpt of the list.
SMILES,H9c2 TAG inh,H9c2 TAG inh DAPI viability
O=C(NCC1CCCO1)c1csc(Nc2cccc3ccccc23)n1 (configuration not stated),-6,11
O=C(Nc1cccc(C(F)(F)F)c1)c1c(O)c2ccccc2[nH]c1=O,21,-10

# Following part
SMILES,H9c2 TAG inh,H9c2 TAG inh DAPI viability
CCC1(CC)SC(N)=NC1=O,12,-7
Cc1cn([C@H]2C[C@H](O)[C@@H](CNCc3cccn3-c3ccncc3)O2)c(=O)[nH]c1=O,6,-1
O=C(O)Cc1cc2c(s1)CCCCC2,-8,-7
COc1ccccc1NC(=O)Cc1nnc(SCC(=O)Nc2ccccc2F)n1C,-76,-22
O=C(Cn1cnc2c(nnn2-c2ccccc2)c1=O)N1CCCc2ccccc21,12,-14
CN(Cc1ccccc1)S(=O)(=O)c1ccc(NC(=O)c2ccccc2C(=O)O)cc1,3,0
Clc1ccc2nc3ccccn3c2c1,-3,34
O=C(CSc1nnc(-c2ccccc2O)n1Cc1ccccc1)NNC(=O)c1ccccc1O,8,-11
Cc1c(C(=O)Nc2ccc3c(c2)OCCO3)oc2ccc(Br)cc12,-4,-5
COc1ccc(NC(=O)C2CCN(C(=O)c3cccs3)CC2)c(OC)c1,-7,3
COC(=O)c1cccc(COC(=O)c2ccccc2NC(=O)c2ccco2)c1,-21,7
COc1ccc([C@H]2CC(=O)C=C(c3cc(C)ccc3OC)C2)cc1,-40,-8
CCOc1ccccc1NC(=O)c1cc(CC(C)C)oc1C,-15,-6
Cc1cccc(SCc2noc(C(=O)NC(C)C)c2C(=O)O)c1,15,2
O=c1[nH]c(=O)n(-c2cc(Br)c(O)c(Br)c2)cc1Br,2,2
COC(=O)c1ccc(Nc2nc(C)cc(C)n2)cc1,-8,-2
CCN(CC)C(C(=O)NC1CCCCC1)c1ccc(C)cc1 (configuration not stated),-1,-1
Cc1cc(C(=O)COC(=O)/C=C/c2cccc(F)c2)c(C)n1C,-6,3
Cc1nnc(NC(=O)c2sc3ccccc3c2Cl)s1,6,13
CCc1ccc(NC(=O)C(C)OC(=O)c2cc(=O)[nH]c3ccc(S(=O)(=O)Nc4ccc(F)cc4)cc23)cc1 (configuration not stated),2,-10
COC(=O)Nc1c(C)n(C)n(-c2ccccc2)c1=O,10,-6
CCCc1cc(=O)[nH]c(SCC(=O)c2ccc3c(c2)NC(=O)CO3)n1,-9,9
CC1(C)CC2CC(C)(CN2C(=S)Nc2ccccc2)C1 (configuration not stated),-7,-12
CC1CCCCC1N1CCN(C(=O)c2cccc(F)c2)CC1 (configuration not stated),20,-9
CCOc1ncccc1C(=O)OCC(=O)NC1CCCCCC1,-7,-9
CCc1cc(C(=O)O)c(NC(=O)c2cc(OC)c(OC)c(OC)c2)s1,5,0
